High-throughput results as filed in PubChem BioAssay.
Diaphorase act: compounds boosting diaphorase resazurin reduction – biochemical, uHTS, resorufin fluorescence, counter-screen for diaphorase-coupled primary assays, primary screen | Diaphorase/resazurin coupled assay, 16 min; active compounds read high; 1 = vehicle wells, 0 = NADH-free wells | activation factor at 20 µM | 190,000 tested, 0.005% active;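 active = diaphorase activity raised at least twofold by the compound at 20 µM; inactive = activation factor below 2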
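Material: purified diaphorase enzyme from Clostridium kluyveri; Also added: 0.114 mM NADH and 0.1 mM resazurin, final amounts; Doses: single compound dose of 20 µM, 1% DMSO final; Times: 16 min enzyme reaction, ambient temperature; Detection: resorufin fluorescence, excitation 544 nm, emission 590 nm; Measure: increased resorufin signal from activators or reducing compounds.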
S1P3 antagonist: S1P3 receptor antagonists, primary screen, cell-based; inhibition, % at 4.98 µM; 170,000 tested, 0.27% active; CHO S1P3 NFAT-BLA reporter, FRET fluorescence, antagonist mode; Sphingosine 1-phosphate receptor 3 (Homo sapiens), Q99500; AID 485, 2006;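 active = inhibition above the plate cutoff, the mean inhibition of test wells on that plate plus 3 SD, cut at about 28% in these data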;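 also: cells challenged with S1P at its EC80 of 0.8 µM; blue over green emission ratio from cleaved BLA substrate after 4 h stimulation; 0% = S1P-stimulated wells and 100% = unstimulated DMSO-only wells; some compounds past the cut are filed as inactive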
Target sequence (Q99500 whole entry, looked up): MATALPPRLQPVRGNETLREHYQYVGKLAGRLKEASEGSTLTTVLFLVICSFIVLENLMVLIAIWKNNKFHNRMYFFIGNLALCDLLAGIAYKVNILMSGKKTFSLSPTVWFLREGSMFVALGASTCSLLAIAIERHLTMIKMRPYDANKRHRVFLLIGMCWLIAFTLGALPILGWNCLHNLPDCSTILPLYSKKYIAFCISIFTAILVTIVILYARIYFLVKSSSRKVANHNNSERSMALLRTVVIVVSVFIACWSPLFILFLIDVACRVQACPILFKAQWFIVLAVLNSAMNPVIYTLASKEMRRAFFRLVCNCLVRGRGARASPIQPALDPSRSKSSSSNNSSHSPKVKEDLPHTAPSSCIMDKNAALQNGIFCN
Diaph inh CS: diaphorase inhibitors and chemical oxidizers, primary screen, counter-screen for diaphorase-coupled primary assays, biochemical, uHTS, resorufin fluorescence | diaphorase resazurin-to-resorufin fluorescence, NADH, 16 min; bacterial (C. kluyveri) enzyme, not human | inhibition, % at 20 µM | 190,000 tested, 0.69% active | AID 1217, 2008;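 active = primary screen inhibition at 20 µM above a set limit, cut at about 50% in these data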;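 also: plate controls were DMSO with full reaction for no effect and wells lacking NADH for full effect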
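controls = No-NADH positive control and DMSO neutral control | system = Clostridium kluyveri diaphorase enzyme | timing = reaction incubation of 16 min at room temperature | signal = resorufin fluorescence 544/590 nm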
TLR4-MyD88 BLA: inhibitors of TLR4-MyD88 association in cells, primary screen, cell-based, HeLa CL3-4, BLA complementation, FRET ratio; Toll-like receptor 4 (Homo sapiens) + Myeloid differentiation primary response protein …; HeLa CL3-4 TLR4/MyD88 BLA complementation; inhibition, % at 8.4 µM; 200,000 tested, 0.18% active; AID 861, 2007; in the data active = inhibition above about 25%;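 also: 0% = vehicle and 100% = reference inhibitor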
G6PDH counter: L. mesenteroides G6PDH inhibitors, counter-screen for G6PDH-coupled screening assays, biochemical, Leuconostoc mesenteroides enzyme | glucose-6-phosphate dehydrogenase [Leuconostoc mesenteroides] | Purified L. mesenteroides G6PDH, diaphorase/resazurin coupled fluorescence, 45 min | inhibition, % at 5 µM | 200,000 tested, 0.12% active
RAM inhibit: inhibitors of the yeast RAM network, primary screen, dse1pr::URA3 reporter, 5-FOA selection | S. cerevisiae dse1pr::URA3 reporter, 5-FOA growth OD615, 2 d; analog-sensitive cbk1-as2 kinase mutant strain | inhibition, % at 50 µM | 190,000 tested, 1.8% active | AID 868, 2007;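 active = inhibition above a set limit, 3 SD over mean compound inhibition, cut at about 8.4% in these data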;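 also: 0% = DMSO-only wells with no growth and 100% = 10 µM 1-NA-PP1 full growth; inhibition rescues growth on 5-FOA so higher OD means more RAM inhibition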
PMI activator: activators of human PMI, primary screen, biochemical, fluorescence intensity, near-Km mannose 6-phosphate; Mannose-6-phosphate isomerase (Homo sapiens), P34949; purified human PMI, coupled resazurin fluorescence, 20 min; active compounds read high; 1 = vehicle control, 0 substrate-free wells; activation factor at 20 µM; 190,000 tested, 0.005% active; AID 1214, 2008;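 active = activation factor of 2 or more at 20 µM, relative to plate controls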
Target sequence (P34949 whole entry, looked up): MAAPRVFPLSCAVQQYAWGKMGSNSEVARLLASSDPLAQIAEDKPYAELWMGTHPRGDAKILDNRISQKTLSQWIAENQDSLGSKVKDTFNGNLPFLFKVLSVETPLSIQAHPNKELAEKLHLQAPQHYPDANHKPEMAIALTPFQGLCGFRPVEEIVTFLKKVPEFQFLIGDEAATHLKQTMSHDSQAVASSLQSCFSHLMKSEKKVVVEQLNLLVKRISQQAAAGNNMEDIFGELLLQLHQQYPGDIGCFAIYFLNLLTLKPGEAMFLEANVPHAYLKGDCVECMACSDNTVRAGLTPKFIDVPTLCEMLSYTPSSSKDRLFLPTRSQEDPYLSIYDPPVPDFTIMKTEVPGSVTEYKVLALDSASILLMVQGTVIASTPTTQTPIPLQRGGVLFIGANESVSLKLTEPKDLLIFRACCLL
Hsp70 activator: Hsp70 transcriptional activators, primary screen, cell-based, HeLa, Hsp70 promoter luciferase, luminescence, 10 µM | HeLa Hsp70 promoter luciferase reporter; scaled: vehicle 0, proteasome-inhibitor control 100% | activation, % at 10 µM | 200,000 tested, 0.04% active | AID 1203, 2008;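 active = activation above the mean across all tested compounds plus 3 SD, cutoff set per campaign, cut at about 5.5% in these data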;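 also: 100% = MG132 at 30 µM as the positive control and 0% = DMSO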
PMI act hi M6P: human PMI activators, high substrate, primary screen, biochemical, fluorescence intensity, near-saturating mannose 6-phosphate; Mannose-6-phosphate isomerase (Homo sapiens), P34949; 190,000 tested, 0.34% active; activation factor at 20 µM; coupled PMI enzyme assay, resazurin fluorescence, 20 min; active compounds read high; 1 = untreated enzyme, 0 = substrate-free blank;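 active = activation factor of 2 or more at 20 µM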
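Test system: human phosphomannose isomerase with PGI, G6PDH, diaphorase coupling enzymes / Doses: 20 µM compound, 1% DMSO / Times: enzyme reaction with compound 20 min at room temperature / Measured by: Diaphorase-driven resazurin-to-resorufin fluorescence, excitation 544, emission 590 nm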
DTT redox prof: compounds producing H2O2 with reducing agent – biochemical, NIH compound library profiling, artefact control for MLSCN library redox annotation, primary screen; DTT-dependent redox cycling H2O2, phenol red/HRP absorbance; 100% = 100 µM peroxide control, 0% = buffer; activation, % at 10 µM; 200,000 tested, 0.03% active; AID 878, 2007;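 active = activation of at least 50% relative to the plate's high and low controls in the primary single-dose screen; inactive = activation below 50%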;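 also: compound incubated with DTT at 0.8 mM final as the reducing agent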
Lmaj promast: Leishmania major promastigote growth inhibition, primary screen; Leishmania major promastigotes, resazurin fluorescence viability; AID 1063, 2008; inhibition, % at 10 µM; 200,000 tested, 9% active;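 also: promastigotes grown with compound for 44 hours at 28 °C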
* marks the source's active call; other numbers are inactive results; x = no result given. Rule as the data show it, unless noted: active = inhibition above about 50%; inactive = the rest.

Results follow in this order: Diaphorase act	S1P3 antagonist	Diaph inh CS	TLR4-MyD88 BLA	G6PDH counter	RAM inhibit	PMI activator	Hsp70 activator	PMI act hi M6P	DTT redox prof	Lmaj promast
1: NC(=O)C[C@@H]1N[C@]2(C(=O)Nc3ccccc32)[C@@H]2C(=O)N(c3cc(C(F)(F)F)ccc3Cl)C(=O)[C@H]12
  0.9	-23	12	-5	3	0.5	1	-0.1	1	-0.4	-3
2: O=C(CSc1nc2ccc(Cl)cc2[nH]1)Nc1ccc2c(c1)CCC2
  0.8	-17	22	7	-27	3.8	0.8	-0.5	0.8	0.6	-2
3: COn1c(-c2ccccc2)nc2c1CCc1nonc1-2
  0.9	x	9	-2	3	0.3	0.9	-0.2	1	1.3	-3
4: CCOC(=O)CNC(=O)CSc1nnc(-c2ccccc2OC)n1CC
  0.9	-14	5	-12	2	1.7	0.9	-0.4	1	-1.1	-7
5: Cn1c(CCc2ccccc2)nnc1SCC(=O)N1CCOCC1
  0.8	x	15	-3	7	3.6	1	-0.2	1	0.6	-6
6: CN(C)S(=O)(=O)c1ccc(Cl)c(-c2nnc3n2CCCCC3)c1
  1	-13	0	-9	14	0.1	0.9	-0.3	0.9	-1.0	0
7: Cc1nc2ccccn2c1C(=O)CSc1ccccc1
  0.9	6	14	-10	-2	3.7	1	-0.1	0.9	-0.1	6
8: O=[N+]([O-])c1ccc(C=Nc2cccc3ccccc23)s1
  0.7	-13	28	-12	12	-1.2	0.7	0.0	0.3	0.2	24
9: COc1ccc(NC(=S)N2CCCC(CO)C2)c(OC)c1 (stereo unspecified)
  1	-2	3	-13	0	1.8	1	-0.1	1.1	-0.1	-10
10: COc1ccc(-c2cc(C(=O)NC3=NCCS3)c3ccccc3n2)cc1OC
  0.9	8	8	-2	-11	-0.8	0.9	0.2	1	-2.1	15
11: Cc1ccsc1-c1nc(CSCC(=O)N2CCN(c3ccccc3)CC2)c(C)o1
  0.8	-22	16	-2	3	2.5	0.9	-0.1	0.9	7.0	2
12: Cc1cccc(OCCC(=O)Nc2c(C)n(C)n(-c3ccccc3)c2=O)c1
  0.9	-26	7	9	5	1.4	0.9	0.1	1	-0.4	-3
13: O=C(NC1CCCCCCC1)c1ccc(CNc2c(N3CCOCC3)c(=O)c2=O)cc1
  0.9	2	10	5	-14	0.8	1	-0.3	1	-1.2	-4
14: Cc1ccc(-n2c(SCC(=O)Nc3ccc4c(c3)OCO4)nnc2-c2cccs2)cc1
  0.9	-24	8	13	-53	0.9	1	-0.1	0.9	1.8	-2
15: COc1ccc(NC(=O)c2ccco2)cc1NC(=O)c1cccc(OC(C)C)c1
  0.9	-6	7	-16	1	1.3	1	-0.1	1	-2.5	14

Single records (already shown). Order of screens: Diaphorase act, S1P3 antagonist, Diaph inh CS, TLR4-MyD88 BLA, G6PDH counter, RAM inhibit, PMI activator, Hsp70 activator, PMI act hi M6P, DTT redox prof, Lmaj promast
Cn1c(CCc2ccccc2)nnc1SCC(=O)N1CCOCC1 in the list: 0.8, x, 15, -3, 7, 3.6, 1, -0.2, 1, 0.6, -6
CCOC(=O)CNC(=O)CSc1nnc(-c2ccccc2OC)n1CC in the list: 0.9, -14, 5, -12, 2, 1.7, 0.9, -0.4, 1, -1.1, -7
NC(=O)C[C@@H]1N[C@]2(C(=O)Nc3ccccc32)[C@@H]2C(=O)N(c3cc(C(F)(F)F)ccc3Cl)C(=O)[C@H]12 in the list: 0.9, -23, 12, -5, 3, 0.5, 1, -0.1, 1, -0.4, -3
Cc1cccc(OCCC(=O)Nc2c(C)n(C)n(-c3ccccc3)c2=O)c1 in the list: 0.9, -26, 7, 9, 5, 1.4, 0.9, 0.1, 1, -0.4, -3

Remaining list, next part:
Results follow in this order: Diaphorase act	S1P3 antagonist	Diaph inh CS	TLR4-MyD88 BLA	G6PDH counter	RAM inhibit	PMI activator	Hsp70 activator	PMI act hi M6P	DTT redox prof	Lmaj promast
16: COc1ccc(NC(=O)c2ccc(CNc3c(NC4CCCCC4)c(=O)c3=O)cc2)c(OC)c1
  0.9	x	13	-5	3	5.4	0.9	0.0	0.8	-1.1	-5
17: CC1SCC(=O)N(CC(=O)NCc2ccccc2)C1=O (stereo unspecified)
  1	-14	2	3	4	-0.1	0.9	-0.3	1	0.1	-1
18: COc1ccccc1NC(=O)CN(c1ccc([N+](=O)[O-])cc1)S(=O)(=O)c1ccccc1
  0.7	7	29	-17	-4	4.0	0.8	0.1	0.8	3.0	19
19: COc1cccc(-c2nc(CSCC(=O)NCC3CCCO3)c(C)o2)c1 (stereo unspecified)
  0.9	-26	8	-7	1	-0.7	1	-0.1	1.1	2.1	8
20: COc1ccc(S(=O)(=O)N2CCC(C(=O)N3CCCCC3)CC2)cc1OC
  0.9	-29	7	-7	5	-0.7	1	-0.4	1	-2.2	-1
21: COc1ccc(C(=O)n2nc(C)c(Br)c2C)cc1
  1	x	2	9	7	2.2	1	0.0	1	1.5	-8
22: O=C1c2cccc([N+](=O)[O-])c2C(=O)N1CCO
  0.8	-3	19	-2	3	2.5	1	-0.2	1	0.1	4
23: CCc1cccc(CC)c1NC(=O)COC(=O)c1cccc(-c2ccc(OC(C)=O)cc2)c1
  1	-16	4	-19	2	4.9	1	-0.2	1.1	1.1	2
24: CCCCCOC(=O)C1[C@H]2C(=O)N(c3ccccc3CC)C[C@]23C=C[C@H]1O3 (stereo partly specified)
  0.8	-15	25	-4	4	1.8	1	-0.1	1	1.6	-2
25: O=C(Cc1ccccc1)Nc1ccccc1C(=O)O
  1	x	0	11	10	1.1	1	-0.2	1.1	0.2	-7
26: CS(=O)(=O)NN1C(=O)c2ccccc2NC1c1cccc(O)c1 (stereo unspecified)
  0.9	2	9	9	8	1.8	1	0.3	0.9	9.7	6
27: O=C1c2ccccc2S(=O)(=O)N1CC1CC(c2ccccc2Cl)=NO1 (stereo unspecified)
  0.9	4	8	0	0	0.9	0.9	-0.3	0.9	0.8	-5
28: O=C1CC(c2ccsc2)c2ccc3ccccc3c2N1 (stereo unspecified)
  0.9	-10	6	-7	14	1.1	1	-0.4	1	0.8	-2
29: COc1n[nH]c(C(=O)Nc2nc3ccccc3s2)c1[N+](=O)[O-]
  0.7	-13	28	-1	10	4.1	0.9	0.0	0.8	0.0	70*
30: CC(C)c1ccc(C2NC(=S)NC3=C2C(=O)CC(C)(C)C3)cc1 (stereo unspecified)
  0.8	9	16	8	-5	3.6	1	-0.5	1	0.5	30
31: CCOC(=O)CSc1cccc2cccnc12
  1	-3	4	3	-1	0.0	1	0.1	1	-3.3	91*
32: Cc1cc(C)n(-c2nc3ccccc3nc2N2CCN(S(=O)(=O)c3ccc4ccccc4c3)CC2)n1
  0.8	x	17	-2	2	3.5	0.9	-0.5	0.9	0.4	54*
33: S=C(Nc1ccc(Br)cc1Cl)Nn1cnnc1
  0.8	-4	19	-13	0	0.6	0.7	-0.2	0.9	0.9	-8
34: CCN(CC)Cc1oc(-c2ccccc2)cc1C(=O)O
  0.8	-6	18	-10	5	2.0	1	-0.1	1	-0.1	-3
35: COc1ccc(-n2c(=O)[nH]cc(C(=O)Nc3ccccc3)c2=O)cc1
  0.8	x	20	12	-27	1.3	0.8	-0.1	0.8	-1.0	3
36: Cc1cc(=O)[nH]c(SC/C=C/c2ccccc2)n1
  0.9	x	12	-1	-8	-1.1	0.9	-0.1	0.9	2.6	15
37: Cc1cc(C)cc(C(=O)N2CCCCCC2)c1
  1	x	2	11	2	1.0	1	-0.5	1	-0.1	0
38: COc1ccc(NS(=O)(=O)c2cc(C(=O)O)ccc2C)cc1
  1	-17	3	-4	-3	0.7	1.1	-0.4	0.7	2.9	2
39: COc1ccc(C(=O)c2oc3ccccc3c2NC(C)=O)cc1
  1.1	x	-6	4	-21	3.5	1	-0.2	1	-4.1	-5

This is a random part of the collection; about 12% have a hit in one of these screens.
